C8 TRAIL sens = sensitizes caspase-8 expressing cells to TRAIL; NB7+C8 cells + TRAIL, ATPlite viability luminescence; inhibition (viability loss, TRAIL sensitization), % at 10 µM; AID 624354; actives 1% (n = 360,000);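 active = compounds causing at least 50% loss of cell viability in the single-dose screen, relative to plate controls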
NR2E3 ag-1 = agonists of human NR2E3 nuclear receptor; Q9Y5X4; CHO-S Gal4-NCOR/VP16-NR2E3 two-hybrid, luciferase; inhibition of corepressor binding, % at 3.98 µM; actives 0.35% (n = 360,000); AID 602229;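 active = inhibition above the mean of all tested compounds plus 3 SD, cut at about 70% in these data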;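 also: 0% = DMSO with NR2E3 transfected cells and 100% = cells lacking NR2E3 construct; higher means lower luciferase signal from less NR2E3 corepressor binding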
Target sequence (Q9Y5X4 whole entry, looked up, the tested form may be a part): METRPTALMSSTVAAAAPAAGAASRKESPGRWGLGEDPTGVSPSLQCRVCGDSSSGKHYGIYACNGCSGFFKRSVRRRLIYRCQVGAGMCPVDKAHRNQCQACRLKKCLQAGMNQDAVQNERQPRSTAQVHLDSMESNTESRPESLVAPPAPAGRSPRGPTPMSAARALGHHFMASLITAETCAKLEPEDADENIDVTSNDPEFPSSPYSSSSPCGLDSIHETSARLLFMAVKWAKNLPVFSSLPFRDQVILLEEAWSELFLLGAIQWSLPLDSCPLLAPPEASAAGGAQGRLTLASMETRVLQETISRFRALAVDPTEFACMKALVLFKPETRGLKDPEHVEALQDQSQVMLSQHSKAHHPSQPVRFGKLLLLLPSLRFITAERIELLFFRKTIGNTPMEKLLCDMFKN
TROY signal inh = blocks TROY-dependent signaling in reporter cells | Q293 LMP1-TROYcd NF-kB luciferase reporter, 4 h | inhibition, % at 10 µM | actives 0.98% (n = 360,000) | AID 1347056;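 active = compounds whose plate-normalised and pattern-corrected inhibition of the luciferase reporter signal at the single screening dose is 50% or more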
TWEAK-Fn14 inh = inhibitors of TWEAK-Fn14 interaction signaling | TWEAK-stimulated Fn14 reporter cells, luciferase luminescence, 8 h | inhibition, % at 10 µM | actives 2% (n = 360,000) | AID 1159606; in the data active = inhibition above about 50%
CF NFkB block = blocks PAF-induced NF-kB reporter in cystic fibrosis cells | AID 588850 | inhibition, % at 5 µM | actives 0.86% (n = 360,000) | KKLEB NF-kB-GFP reporter, GFP fluorescence overnight;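 active = at least 50% inhibition at 5 µM, scaled per plate between neutral and stimulator controls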;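 also: PAF is a Pseudomonas aeruginosa culture filtrate used as stimulus; plate controls were PAF-stimulated DMSO wells for no effect and unstimulated DMSO wells for full effect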
HIF-2a inh = inhibitors of HIF-2a; 786-0 RCC cells HIF-2a reporter, luciferase luminescence, overnight; inhibition, % at 18.8 µM; actives 0.72% (n = 360,000);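 active = inhibition of the luminescence signal of 40% or more relative to plate controls, in a single-dose primary screen at 18.75 µM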
MITF TRPM1 inh = reduces MITF-dependent TRPM1 promoter luciferase signal; inhibition, % at 12.5 µM; SK-MEL-5 TRPM1 promoter luciferase, 24 h; actives 0.83% (n = 330,000); AID 488899;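 active = mean inhibition across replicates of 60% or more, whatever share of single replicates reaches that level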; also: values of inactives mirror those of a sister screen read the other way
Peg3 promoter = reduces Peg3 promoter-driven luciferase expression in HeLa | HeLa PEG-Prom luciferase reporter, luminescence, overnight | inhibition, % at 20 µM | actives 1.7% (n = 360,000);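 active = inhibition of at least 50% at 20 µM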
KKLEB tox = counter-screen for CF NF-kB inhibitors: cytotoxicity. KKLEB CF airway cells viability, ATPlite luminescence, overnight; active compounds read low; cells stimulated with P. aeruginosa culture filtrate. activity change (cytotoxicity), % at 5 µM. actives 0.36% (n = 360,000). AID 602141;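 active = corrected activity change at or below -50% at 5 µM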
NR2E3 ag-2 = NR2E3 (human) agonism. Q9Y5X4. GST-NR2E3/biotin-RetCOR TR-FRET, 1536-well. inhibition of corepressor binding, % at 4.78 µM. actives 0.12% (n = 320,000). AID 2300;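 active = percent inhibition above the cutoff of mean plus 3 SD of all tested compounds, set per screening campaign, cut at about 20% in these data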;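 also: 0% = DMSO wells and 100% = biotin wells as full block of FRET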
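Assay system: NR2E3–RetCOR corepressor complex. Quantity: 1.35 nM GST-NR2E3. Buffer or medium: pH 7.5 Tris-based buffer. Reagent: biotinylated RetCOR corepressor at 7 nM final. Schedule: 5 h at 4 °C. Detection: TR-FRET, emission read at 617 and 671 nm. Replicates: one well per compound, singlicate testing.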
Shn3 3UTR inh = Schnurri-3 reporter inhibition in Clone20 osteoblasts | actives 0.52% (n = 360,000) | inhibition, % at 12.5 µM | AID 588674 | Clone20 osteoblast Shn3 3'UTR firefly luciferase, 24 h;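 active = mean inhibition of at least 75% with every replicate also reaching 75%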;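 also: 0% = median of neutral control wells and 100% = pilot-screen positive control compound; some compounds past the cut are filed as inactive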
* hit, by the source's call; / = no result given. Only part of the results is shown. The share of hits here may be higher or lower than overall.

nr	compound	C8 TRAIL sens	NR2E3 ag-1	TROY signal inh	TWEAK-Fn14 inh	CF NFkB block	HIF-2a inh	MITF TRPM1 inh	Peg3 promoter	KKLEB tox	NR2E3 ag-2	Shn3 3UTR inh
1	CCn1cc(C(=O)NC2CCCCCC2)c(=O)c2ccc(C)nc21	-9.1	-0.7	-3.2	-18.4	9.6	-0.8	-5.8	-11.5	-2.1	3.1	1.8
2	CSCC[C@H](NC(=O)[C@H]1CC[C@H](CNC(=O)[C@@H]2CCCN2)CC1)C(=O)O	10.3	-17.1	12.7	2.5	-10.0	15.7	6.6	6.5	1.8	-4.4	-12.1
3	CC1(c2cccc3ccccc23)NC(=O)N(CC(=O)NC2CCS(=O)(=O)C2)C1=O (stereo not drawn)	-19.7	9.9	12.0	-0.2	18.1	9.0	1.4	-2.0	-14.4	1.9	-16.4
4	S=c1[nH]nc(-c2cc(-c3ccsc3)n[nH]2)n1-c1cccc2ccccc12	-1.6	48.8	-7.8	27.5	-12.2	-4.0	18.9	0.7	8.6	2.3	8.2
5	CSc1cccc(NC(=S)N(CCC(C)C)C2CCN(C(C)=O)CC2)c1	8.8	0.0	19.3	10.7	6.7	-6.8	16.6	0.7	3.4	2.3	13.9
6	CC1=CC(C)(C)N2C(=O)C3(C(C#N)=C(N)OC4=C3C(=O)CC(C)(C)C4)c3cc(C)cc1c32 (stereo not drawn)	-4.5	-15.6	14.9	10.7	5.7	1.2	16.5	23.9	-11.8	1.7	-21.5
7	Cc1ccc(NC(=S)Nc2ccc(Br)cc2)cc1	4.1	-9.6	-50.5	-5.2	-3.9	-109.0	-9.9	-37.5	0.9	-0.1	35.0
8	CCOC(=O)C1=C(CN2CCN(C(=O)c3ccco3)CC2)NC(=O)NC1c1ccc(OC)cc1 (stereo not drawn)	-10.4	3.2	11.5	0.0	-0.3	6.0	9.3	5.4	-1.4	-0.4	19.5
9	O=C(c1cccc(S(=O)(=O)N2CCc3ccccc32)c1)N1CCN(c2ccccn2)CC1	39.9	8.1	19.2	-26.8	9.4	-10.5	-1.1	30.9	8.9	-1.8	5.0
10	O=C(Cn1ccc([N+](=O)[O-])n1)Nc1ccccn1	-20.5	-22.9	8.8	-2.4	12.0	0.6	5.3	-10.9	-4.1	-1.4	/
11	COc1ccc(C(=O)NNC2=Nc3cccc4cccc2c34)cc1	2.1	-23.1	-8.3	-0.4	0.0	8.8	-9.6	3.2	-7.4	-4.5	-7.7
12	FC(F)(F)C(F)(F)C(F)(F)c1nnc2ccc(N3CCOCC3)nn12	-4.6	-17.1	-7.6	16.7	2.7	11.7	1.1	3.0	-7.6	5.7	-18.8
13	COC(=O)CNC(c1ccccc1)c1cc(Br)ccc1NC(=O)OCc1ccccc1 (stereo not drawn)	2.5	-6.9	9.0	7.4	-13.9	20.9	9.7	25.2	-3.3	0.2	29.0
14	Cc1ccc(S(=O)(=O)N2CC(=O)N3CCN(CCN)C3C2)cc1 (stereo not drawn)	-6.0	3.9	-7.9	6.5	6.6	8.0	-1.9	-16.3	-8.1	/	-5.9
15	COc1ccc(N2CCN(C(=O)Cc3ccc(-n4c(=O)[nH]c5ccccc5c4=O)cc3)CC2)cc1	-13.4	-20.9	-4.7	2.6	11.0	9.6	-5.5	6.2	-1.7	-0.6	16.1
16	CCOc1ccccc1C(=O)Nc1ccc(NC(=O)c2ccccc2)cc1	-11.8	2.8	39.2	-2.5	-14.0	-7.6	-14.2	1.9	-3.4	0.5	-1.5
17	O=C1/C(=C/c2cccnc2)CC/C1=C\c1cccnc1	17.2	-5.7	7.4	15.3	-20.0	35.2	2.3	1.9	11.9	3.8	-15.8
18	CCNC(=O)CC1C(=O)N(c2ccc(C)cc2)C(=O)N1CCc1ccc(OC)c(OC)c1 (stereo not drawn)	5.1	5.9	3.2	-1.3	-14.1	4.5	1.5	9.7	2.8	3.8	-10.2
19	Cc1cc(C)nc(Nc2n[nH]c(-c3ccccc3Br)n2)n1	33.2	-11.3	-26.8	-10.5	-22.1	-192.5	-31.6	-163.1	12.8	1.8	-16.0
20	CCOC(=O)N1CCC(NC(=O)CSCc2cnn(-c3ccccc3)c2-n2cccc2)CC1	2.1	0.8	6.1	2.9	-5.4	8.6	14.1	2.5	0.1	1.3	-2.4
21	O=C(NC1CCCCCC1)C(=S)N1CCOCC1	0.9	-32.2	-11.3	4.8	-0.5	7.5	-1.1	1.8	3.5	3.0	-6.2
22	O=S(=O)(c1ccccc1)N(CC(F)(F)F)c1ccc(C(O)(C(F)(F)F)C(F)(F)F)cc1	17.2	-11.3	30.6	16.7	23.8	-11.0	/	7.2	-14.6	/	8.5
23	c1ccc(CNC2=NCCCCC2)cc1	7.4	-3.7	-7.2	18.8	-2.2	9.0	-8.5	-1.6	10.1	2.7	-4.2
24	O=C(COC(=O)COc1ccc2ccccc2c1)Nc1cc(C(F)(F)F)ccc1N1CCOCC1	-6.9	-15.7	3.3	6.9	6.8	22.5	20.1	15.6	0.5	-1.1	0.0
25	Cc1cc(C)c2c(=O)[nH]c(SCC(=O)NCc3ccccc3)nc2n1	-7.4	0.5	-8.3	2.6	-19.7	-1.1	14.0	-9.1	-3.5	-0.8	-16.6
26	O=C(Cn1c(CN2CCCCC2)nc2ccccc2c1=O)NC1CCCCC1	-0.7	5.2	-7.6	-2.3	-24.4	-14.2	13.5	-33.8	10.3	3.5	-14.4
27	COc1cccc2[nH]c3c(=O)n(CCN(C)C)cnc3c12	1.7	15.6	2.6	22.2	8.6	24.4	-10.5	9.1	-16.1	0.8	-5.9
28	OCCNNC(=S)NC1CC2C=CC1C2 (stereo not drawn)	-13.9	-3.5	-5.1	-4.5	-8.0	6.7	6.1	10.4	9.4	5.9	-2.4
29	CC(=O)Nc1ccc(NC2(C)C(=O)c3ccccc3C2=O)cc1	-2.6	-2.2	3.4	2.6	4.9	4.5	5.8	8.3	1.7	-0.3	-4.0
30	CCC(C)Sc1nc2c(cnn2-c2ccc(C)c(C)c2)c(=O)[nH]1 (stereo not drawn)	-3.5	-0.1	9.0	-40.0	29.7	5.8	-1.8	9.7	-12.2	1.3	-15.4
31	Cc1cccc(NC(=O)CSc2cccc3cccnc23)c1C	-5.0	-0.7	-3.1	-5.7	9.5	8.3	2.4	11.5	-7.3	0.0	12.3
32	O=C(c1ccco1)N1CCN(C(=S)Nc2ccc(F)c(Cl)c2)CC1	-2.7	-7.5	7.6	2.5	13.3	-4.7	6.6	-2.6	1.8	1.3	22.4

Along the list, quoted from above.
C8 TRAIL sens, compounds 25–32 → -7.4, -0.7, 1.7, -13.9, -2.6, -3.5, -5.0, -2.7
TROY signal inh, compounds 25–32 → -8.3, -7.6, 2.6, -5.1, 3.4, 9.0, -3.1, 7.6

More records:
nr	compound	C8 TRAIL sens	NR2E3 ag-1	TROY signal inh	TWEAK-Fn14 inh	CF NFkB block	HIF-2a inh	MITF TRPM1 inh	Peg3 promoter	KKLEB tox	NR2E3 ag-2	Shn3 3UTR inh
33	Cc1ccc(C2=NOC(c3nnc(-c4ccccc4)o3)C2)cc1 (stereo not drawn)	-3.6	-16.0	-3.0	-30.2	10.9	-34.6	-35.1	-29.8	-14.5	-2.5	-17.7
34	O=C(Oc1ccc(Br)cc1C(=S)N1CCOCC1)c1ccc([N+](=O)[O-])cc1[N+](=O)[O-]	22.7	-34.9	34.7	19.1	-3.5	18.2	7.7	44.1	-1.0	-3.5	5.3
35	Cc1nc(-c2ccc(NC(=O)C3CC3)cc2)cs1	31.7	-77.1	-13.1	22.7	-4.3	-218.8	-81.0	-312.4	11.5	9.0	-90.3
36	CCOc1ccccc1CNC(=O)Cn1nc(C)c2c(C)n(-c3ccc(C)cc3)nc2c1=O	40.5	19.9	26.9	58.2*	-0.7	8.3	48.7	22.5	0.2	1.8	27.9
37	CCN(CC)S(=O)(=O)c1cccc2cccnc12	-4.1	-18.9	-1.3	-3.4	9.1	3.5	0.6	3.0	2.9	1.3	-1.4
38	COc1cccc(/C=N/NC(=O)c2cccc3ccccc23)c1	-11.3	5.7	-48.4	-6.4	2.2	-25.5	-1.6	-14.5	-0.4	/	15.5
39	COc1cc(C)ccc1OCc1cc(C(=O)N(Cc2c(C)nn(C)c2C)C2CC2)no1	9.8	-55.8	-31.6	-2.0	-4.4	-172.2	-55.4	-272.5	-7.2	-1.8	-26.9
40	COc1ccc(CCN(C)C2CCCN(S(=O)(=O)c3ccc(C)cc3)C2)cc1OC (stereo not drawn)	5.8	-4.6	15.4	-11.1	9.5	5.8	8.7	10.0	-6.2	1.5	23.6
41	COc1ccc(Nc2nc(N3CCCCC3)nc(N3CCCCC3)n2)c(OC)c1	-8.8	-25.5	8.3	0.1	-3.5	-13.6	2.7	-1.1	10.8	2.4	-11.4
42	O=C(CN1C(=O)C2CCCCC2C1=O)OCC(=O)c1ccc(Cl)s1 (stereo not drawn)	6.0	-41.0	11.4	-7.6	4.1	8.6	5.5	-2.1	-1.1	6.8	8.4
43	O=C(O)c1ccccc1-n1cccc1C(=O)O	-11.1	-5.4	-8.8	1.0	13.8	15.5	2.7	16.0	-2.8	4.2	-12.3
44	Cc1ccc(CNC(=O)c2ccc(N(C)S(=O)(=O)c3ccccc3)cc2)cc1	-2.2	16.0	4.4	-4.0	3.3	9.1	-1.9	-22.1	0.4	2.1	1.4
45	CCn1c(=NC(=O)CSC(C)=O)sc2cc(F)ccc21	-7.5	-11.1	9.5	-21.0	14.1	9.3	-3.9	-3.0	-12.1	-2.8	-6.4

Screening data as filed in PubChem.
